Assay outcomes (PubChem BioAssay)
XIAP antagonists: small molecules displacing peptide from XIAP – biochemical, IAP family, fluorescence polarization (AID 1018). XIAP BIR domain, fluorescence polarization peptide displacement; higher % means a stronger effect. displacement, % at 20 µM, or IC50 in µM where a hit was titrated. actives 0.007% (n = 200,000); in the data active = displacement above about 50%; also: a part of the inactive calls stands beside numbers as strong as those of hits
PMI inhibition: MPI inhibition at elevated mannose 6-phosphate – biochemical, fluorescence intensity, high mannose 6-phosphate, primary screen (AID 1220); recombinant PMI enzyme, coupled fluorescence intensity; higher % means a stronger effect; inhibition, % at 20 µM, or IC50 in µM where a hit was titrated; actives 0.66% (n = 190,000); in the data active = inhibition above about 50%
Yfh1-depleted yeast: mitochondrial function rescue without frataxin homolog – Friedreich's ataxia, plus single-dose screen, dose response (AID 1465). S. cerevisiae Yfh1-off respiration, WST-1 reduction, 72 h; higher fold induction means a stronger effect. one-dose fold induction at 50 µM; EC50 in µM for titrated hits. actives 0.074% (n = 220,000);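 active = fold induction of absorbance versus untreated yeast above a set limit, then at least 30% activation at any dose in follow-up; inconclusive = repeats straddling the limit, or above it without dose testing; inactive = fold induction below the set limit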;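 also: activators that raise dye reduction in frataxin-depleted yeast; strong numbers were not always called active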
West Nile virus CPE: West Nile virus antiviral activity, cell-based, CPE readout (AID 1621). actives 0.02% (n = 290,000). one-dose CPE inhibition, % at 10 µM; IC50 in µM for titrated hits. West Nile virus-infected cells, CPE inhibition; higher % means a stronger effect; in the data active = a potency from the dose series; inconclusive = CPE inhibition mostly from about 3.7% at the one dose, without a potency; inactive = the rest, 99 in 100 with CPE inhibition below about 2.2%; also: strong numbers were not always called active
SIAH1 antagonists: Siah-1 peptide-binding antagonists, primary screen, biochemical, fluorescence polarization, rhodamine-plectin, uHTS (AID 1817). Siah-1 / rhodamine-plectin peptide fluorescence polarization; higher % means a stronger effect. one-dose displacement, % at 20 µM; IC50 in µM for titrated hits. actives 0.02% (n = 290,000);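 active = displacement of at least 50% at 20 µM, with a fluorescence ratio check between 0.3 and a set limit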;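 also: plate controls were Siah plus tracer with DMSO for no effect and tracer alone without Siah for full effect; strong numbers were not always called active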
PhoP inhibition: inhibitors of PhoP regulon expression, primary screen, Salmonella Typhimurium, GFP reporter (AID 1863). S. Typhimurium PhoP-regulated promoter GFP reporter, 4 h; higher % means a stronger effect. actives 0.16% (n = 300,000). inhibition, % at 50 µM; hits with a dose series show IC50 in µM;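 active = inhibition over 29.93%, a cutoff 3 SD above the screen mean, later confirmed by dose response; inconclusive = inhibition over 29.93% but no dose response follow-up; inactive = inhibition at most 29.93% or unconfirmed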;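 also: 0% = low Mg2+ inducing control and 100% = high Mg2+ repressing control; strong numbers were not always called active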
M1AAP inhibition: P. falciparum M1AAP inhibitors, biochemical, fluorogenic H-Leu-NHMec substrate, 1536-well (AID 1445) | recombinant M1AAP, H-Leu-NHMec fluorogenic kinetic assay; higher % means a stronger effect | inhibition, % at 30 µM, or IC50 in µM where a hit was titrated | actives 0.42% (n = 220,000);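 active = primary inhibition above the hit cutoff, then over 50% inhibition at one or more dose response concentrations, cut at about 23% in these data, passing the limit was not always enough; inconclusive = conflicting primary data, or primary hits not chosen for dose response; inactive = low primary inhibition, or under 50% at every dose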;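 also: plate controls were DMSO full reaction for no effect and no enzyme background for full effect; strong numbers were not always called active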
P. falciparum M17LAP: P. falciparum M17LAP inhibitors, primary screen, biochemical, fluorogenic H-Leu-NHMec substrate, 1536-well (AID 1619); actives 0.38% (n = 220,000); recombinant M17LAP, H-Leu-NHMec fluorogenic kinetic assay; higher % means a stronger effect; one-dose inhibition, % at 30 µM; IC50 in µM for titrated hits;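 active = compound inhibiting the enzyme by more than half at any dose during confirmatory dose-response retesting; inconclusive = strong single-dose inhibitors picked by rank but not retested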;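 also: plate controls were full reaction with DMSO carrier for no effect and no enzyme background for full effect; strong numbers were not always called active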
CSM14.1 death rescue: rescue of cells from ER stress-induced death, primary screen, 384-well, CSM14.1, thapsigargin, ATP luminescence (AID 1222); CSM14.1 thapsigargin-induced death rescue, ATP luminescence; higher % means a stronger effect; cellular ATP content (survival), % at 20 µM; hits with a dose series show EC50 in µM; 190,000 tested, under 10 active;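 active = EC50 below 50 µM in the dose-response confirmation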;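 also: death triggered by thapsigargin at about 15 µM added after 2 h compound pretreatment; cell ATP read after overnight thapsigargin exposure of roughly 18 to 22 hours; normalized against plate controls of thapsigargin alone and 5% DMSO vehicle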
The depositor's hits bear a star; i = inactive; ? = inconclusive; nt = no result given.

SMILES	XIAP antagonists	PMI inhibition	Yfh1-depleted yeast	West Nile virus CPE	SIAH1 antagonists	PhoP inhibition	M1AAP inhibition	P. falciparum M17LAP	CSM14.1 death rescue
CCNc1nc(NCC)n2c(SCC(=O)N3CC4(C)CC3CC(C)(C)C4)nnc2n1 (stereo unspecified)	-2.2%	-5.8%	i	-0.6%	7.4%	10.8%	4.2%	0.9%	1.1%
Cc1csc(SCC(=O)NC(=O)NC(C)C)n1	-3.2%	2.4%	i	-0.6%	12.3%	16.3%	-2.4%	1.2%	-0.7%
CCCn1cc(S(=O)(=O)CC(=O)Nc2ccc(OCC)cc2)c2ccccc21	-3.2%	17.3%	i	-0.7%	0.6%	0.9%	-2.5%	9.3%	nt
CCOC(=O)C(C)Sc1nnc(NC(=O)c2cccc([N+](=O)[O-])c2C)s1 (stereo unspecified)	-4.1%	-6.8%	i	-0.2%	4.6%	9.4%	0.1%	20.8%	-1.1%
Cc1cccc(C(=O)N(c2ccccn2)C(C)c2ccco2)c1 (stereo unspecified)	-5.8%	5.4%	i	-0.2%	-1.5%	-7.4%	4.1%	15.2%	0.7%
CN(CC(=O)Nc1sccc1C#N)C1CCCCC1	-12.5%	11.0%	i	0.5%	27.4%	14.3%	3.7%	7.5%	-0.8%
Fc1ccc(CN(Cc2ccccc2)C(c2cccs2)c2nnnn2C2CCCCC2)cc1 (stereo unspecified)	-2.5%	5.6%	i	-0.6%	4.7%	-1.5%	0.4%	19.5%	7.7%
CC(C)OC(=O)CC1C(=O)NCCN1C(=S)NC(=O)c1cccs1 (stereo unspecified)	-1.0%	12.4%	i	0.0%	9.6%	-7.6%	8.6%	7.8%	-0.5%
CCSC1=C(C#N)C2(CCCCC2)C(C#N)C(=O)N1 (stereo unspecified)	-3.6%	-8.2%	i	0.5%	5.2%	-0.9%	11.2%	7.5%	3.3%
O=C1Nc2ccccc2C(O)(C(=O)N2CCCCC2)N1c1ccccc1 (stereo unspecified)	0.7%	-3.3%	i	0.1%	-2.4%	33.7%	-14.3%	4.5%	nt
COc1cc(C=O)ccc1OCC(=O)NC(C)(C)C	-1.5%	14.1%	i	0.1%	-3.6%	-5.5%	0.6%	0.6%	0.5%
CCCCN1C(=O)/C(=C(/C#N)C(N)=O)c2ccccc21	-3.1%	36.9%	i	-0.2%	1.3%	-1.9%	0.4%	6.9%	-3.0%
COC(=O)c1ccc(CSc2n[nH]c(C)n2)o1	-6.9%	11.5%	i	-0.6%	1.9%	-7.2%	3.1%	2.3%	-2.9%
COc1ccc(CNC(=O)c2cc3c(=O)n4ccccc4nc3n(CC3CCCO3)c2=N)cc1 (stereo unspecified)	-1.5%	9.4%	i	-1.1%	-5.1%	nt	nt	nt	3.5%
c1ccc2c(-c3nc4ncccc4o3)cccc2c1	-1.5%	6.7%	nt	nt	7.3%	12.4%	15.1%	-73.0%	-1.1%
COc1ccc(NC(=O)c2sc3cc(C(F)(F)F)cnc3c2-c2cccs2)cc1	-4.2%	-8.8%	i	-0.1%	-1.1%	-4.8%	0.5%	1.6%	-1.6%
COc1ccccc1-n1cc(C(=O)c2cc(Cl)ccc2O)cc(C#N)c1=O	-2.0%	-4.9%	i	-0.5%	-2.1%	-2.3%	14.4%	1.7%	0.0%
CCOc1ccc2c(c1)-c1c(ssc1=S)C(C)(C)N2	-4.5%	9.5%	i	1.2%	-10.6%	-1.0%	5.5%	18.5%	-1.6%
COc1cccc(Nc2nc3ccccc3n3cnnc23)c1	-6.7%	-0.2%	i	0.4%	1.3%	-5.4%	5.8%	-7.8%	-0.9%
O=C(CCCN1C(=O)/C(=C/c2ccccc2Cl)SC1=S)NNC(=O)c1ccccc1Cl	-7.9%	5.5%	i	-0.8%	-1.3%	-10.4%	8.3%	-0.4%	-0.2%
CC(C)Cc1nc(N2CCN(C(=O)Cc3ccccc3)CC2)c(C#N)c2c1COC(C)(C)C2	1.0%	13.7%	nt	nt	-2.4%	nt	nt	nt	-0.7%
COc1ccc(-c2nc(=S)c3c(n2Cc2cccnc2)CC(C)(C)OC3)cc1	nt	nt	i	-0.1%	7.3%	-6.8%	-0.8%	5.2%	nt
O=C(CSc1nc(C2CCCCC2)nc2ccccc12)NCc1ccco1	-8.7%	18.0%	i	-0.4%	-3.6%	-4.3%	10.3%	4.4%	-0.2%
COc1cc(-c2nc(-c3ccc4c(c3)-c3ccccc3S4(=O)=O)c(-c3ccccc3)[nH]2)cc(OC)c1O	-8.5%	2.2%	i	0.3%	-2.5%	22.8%	13.4%	-4.3%	-1.1%
CCOc1ccc(N2C(=O)c3ccccc3C2O)cc1 (stereo unspecified)	-9.2%	-6.9%	i	-0.5%	3.9%	-7.2%	10.6%	6.3%	-2.6%
OCCC1CN(Cc2ccccn2)CCN1C1CCCC1 (stereo unspecified)	-7.1%	7.0%	i	0.1%	0.2%	-4.9%	-0.7%	1.6%	0.0%
COc1ccc(CCNC(=O)CSc2nc3[nH]ncc3c(=O)n2-c2ccc(C)c(Cl)c2)cc1OC	-14.8%	2.9%	i	-0.9%	-10.5%	-2.7%	-4.3%	21.1%	0.6%
Cc1ncc([N+](=O)[O-])n1CCOC(=O)Nc1ccc(Cl)c(Cl)c1	-4.3%	2.0%	i	-0.1%	-4.7%	11.7%	7.3%	9.4%	-2.3%
COc1cc(CC(CC(=O)O)CC(C)OCc2ccccc2)cc(OC)c1 (stereo unspecified)	-3.0%	2.2%	i	0.4%	0.1%	-13.6%	1.3%	6.6%	-0.3%
Cc1n[nH]c(C)c1C(=O)CC1(O)C(=O)N(CCc2ccccc2)c2ccc(Cl)cc21 (stereo unspecified)	-3.9%	17.6%	i	-0.4%	-1.1%	4.8%	0.4%	9.3%	-3.0%
Cc1ccc(C2CC(C(F)(F)F)n3ncc(C(N)=O)c3N2)cc1 (stereo unspecified)	-8.2%	9.9%	i	-0.4%	-1.3%	1.2%	2.8%	-0.8%	-2.1%
CCn1cc(/C=N\NC(=O)Cc2ccc([N+](=O)[O-])cc2)c(C)n1	-3.0%	-8.2%	i	0.0%	5.8%	4.7%	2.8%	2.8%	-0.2%
CCSc1nc2c(c(=O)n1Cc1ccccc1)SC(C)C2 (stereo unspecified)	-8.7%	8.9%	i	-0.4%	-1.3%	3.0%	2.9%	-1.2%	nt
CCOCCn1cnc2sc(C(=O)NCC(=O)OCC)c(C)c2c1=O	-3.2%	8.5%	i	0.1%	2.2%	-14.2%	1.1%	-1.9%	-2.5%
Cc1nn2c(N3CCOCC3)c3c(nc2c1-c1ccccc1)CCCC3	-13.7%	5.6%	i	0.4%	3.7%	-3.0%	4.2%	-11.3%	1.0%
Cc1ccccc1/C=N/NC(=O)Cc1ccc(Cl)cc1	-1.2%	18.9%	i	0.3%	-1.1%	0.8%	0.3%	-6.9%	0.8%
COc1ccc(C(CCN2CCCC(C)C2)c2c(OC)cc(OC)c3c(C)cc(=O)oc23)cc1 (stereo unspecified)	nt	nt	i	-0.9%	0.2%	4.5%	7.2%	-3.6%	nt
C=CCOc1ccc(CNC(C)(C)CO)cc1OC	-5.9%	9.5%	i	0.3%	3.8%	-4.9%	-0.9%	-4.1%	0.3%
COc1ccc(C2(C(=O)Nc3ccc(C)c(C)c3)CCOCC2)cc1	-5.5%	19.2%	i	-0.4%	-3.7%	8.8%	10.2%	10.7%	-1.0%
C=CCNC(=O)CSc1nnc(-c2ccccn2)n1Cc1ccccc1	-4.1%	6.5%	i	-0.6%	3.0%	7.3%	-1.9%	5.3%	-0.4%
CCOC(=O)c1ccc(N2C(=O)CC(NC3CCN(C(=O)c4ccc(F)cc4)CC3)C2=O)cc1 (stereo unspecified)	-10.6%	9.9%	i	0.2%	0.8%	-5.3%	4.4%	-3.5%	-1.0%
O=C(NC(NC1CCS(=O)(=O)C1)C(=O)c1ccccc1)c1ccc(Cl)cc1 (stereo unspecified)	-7.3%	-6.5%	i	-0.4%	-1.2%	-9.3%	-1.8%	-4.7%	-2.5%
Cc1c(/C=C(\CC(=O)O)c2nc3ccccc3s2)cc(C#N)n1C	nt	nt	i	0.0%	-2.9%	-6.7%	14.8%	29.7%	nt
c1ccc(CSc2nnc(-c3cccs3)o2)cc1	-4.2%	14.1%	i	0.8%	-3.9%	10.8%	-0.6%	-2.5%	0.2%
Cc1ccnc(NC(=O)c2ccc(Cl)cc2Cl)n1	-15.0%	6.1%	i	-0.9%	0.3%	2.6%	0.3%	14.8%	-2.6%
O=C(CN1C(=O)NC2(CCCC2)C1=O)N1CCc2ccccc2C1	-6.1%	5.9%	i	-0.1%	-1.5%	-6.2%	5.6%	0.5%	nt
O=C1CCCC(=O)C1C1c2ccccc2CCN1C(=O)CCl (stereo unspecified)	nt	nt	i	0.4%	2.7%	-5.8%	7.0%	5.7%	nt
CCCCN(C(=O)CSc1nnc(Nc2ccc(C)c(C)c2)s1)c1c(N)n(Cc2ccccc2)c(=O)[nH]c1=O	-5.0%	3.2%	i	0.3%	-3.8%	-9.9%	1.8%	15.8%	-4.5%
Cc1nn(C(=O)c2nn(C)cc2Cl)c(C)c1Br	-9.1%	15.6%	i	0.1%	3.5%	-2.6%	-2.7%	2.6%	5.5%
Cc1cc(C)c(O)c(-c2cc(C(=O)NCCc3ccc(S(N)(=O)=O)cc3)[nH]n2)c1	nt	nt	i	0.1%	-4.2%	-8.4%	1.6%	6.4%	nt
COc1cc(OC)cc(C(=O)Nc2cccc(NC(C)=O)c2)c1	-10.8%	0.2%	i	0.7%	-3.0%	4.5%	-3.5%	6.1%	0.2%
Cc1ccc(-n2nc3cc(C)c(N)cc3n2)cc1	-4.4%	nt	?	0.2%	1.4%	10.2%	10.6%	-14.8%	-4.1%
CCOC(=O)N1CCN(C(=O)c2cc3c(=O)n(C)c4ccccc4c3n2C)CC1	-7.3%	7.0%	i	-0.2%	1.1%	3.2%	6.0%	-2.9%	3.5%

Quoted at random: 3 entries already listed, in no set order.
SMILES	XIAP antagonists	PMI inhibition	Yfh1-depleted yeast	West Nile virus CPE	SIAH1 antagonists	PhoP inhibition	M1AAP inhibition	P. falciparum M17LAP	CSM14.1 death rescue
c1ccc(CSc2nnc(-c3cccs3)o2)cc1	-4.2%	14.1%	i	0.8%	-3.9%	10.8%	-0.6%	-2.5%	0.2%
CCCCN(C(=O)CSc1nnc(Nc2ccc(C)c(C)c2)s1)c1c(N)n(Cc2ccccc2)c(=O)[nH]c1=O	-5.0%	3.2%	i	0.3%	-3.8%	-9.9%	1.8%	15.8%	-4.5%
Cc1cc(C)c(O)c(-c2cc(C(=O)NCCc3ccc(S(N)(=O)=O)cc3)[nH]n2)c1	nt	nt	i	0.1%	-4.2%	-8.4%	1.6%	6.4%	nt
